Screening results from PubChem BioAssay.
Cardio protect – protects H9c2 cardiomyocytes from peroxide injury | H2O2 injury protection, ATPLite, 2 h | AID 588492 | protection from H2O2 cell death, % at 20 µM | 360,000 compounds, 0.63% hits;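 active means compounds giving at least 50% protection of heart cells from peroxide-induced death in the single-dose screen, raw or plate-pattern-corrected value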;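 further: 0% = DMSO wells with peroxide and 100% = DMSO wells without peroxide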
ABCB6 inh MLPCN – inhibitors of human ABC transporter ABCB6; fluorescence ratio to DMSO, % at 10 µM; Q9NP58; K562-ABCB6 porphyrin accumulation, flow cytometry, 1 h; hits give low values; 360,000 compounds, 0.19% hits;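 active means fluorescence ratio to DMSO below 75%, the collection mean minus 3 SD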;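 further: signal is porphyrin accumulated inside mitochondria; 100% equals median channel fluorescence of DMSO control wells; lower ratio means ABCB6 inhibition with less porphyrin fluorescence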
Vif inh – blocks HIV Vif function | HEK293T cells, Vif self-association by quenched fluorescence, imaging, 24 h | inhibition, % at 7.49 µM | 340,000 compounds, 0.35% hits | AID 602346; in the data active means inhibition above about 50%, passing the limit was not always enough; further: some results filed as inactive read as strong as hits
Exocytosis inh – blocks lytic granule exocytosis | 360,000 compounds, 0.66% hits | inhibition, % at 10 µM | TALL-104 LAMP-1 surface exposure, flow cytometry; cells stimulated with thapsigargin and PMA;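 active means inhibition above about 55%, limit read from the data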
aDG glyco act – increases alpha dystroglycan glycosylation | Pro5-aDG cells, alpha-DG glycosylation AlphaScreen (IIH6); 0% Pro5, 100% B10-LARGE cell signal | activation, % at 10 µM | 360,000 compounds, 0.22% hits | AID 624168;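 active means activation of at least 8% versus controls, or a plate z-score of at least 8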;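 further: Pro5 are CHO cells carrying HIG-tagged alpha-DG that lacks glycosylation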
N-glyco inh – N-linked glycosylation inhibition; 360,000 compounds, 0.23% hits; D54 ERlucT glycosylation luciferase reporter, 24 h; percent of 100 nM tunicamycin response; reporter increase, % at 12.5 µM;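 active means mean luciferase reporter signal, scaled so untreated is 0 and the glycosylation-blocking control 100, at or above a set limit in every replicate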;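 further: luciferase carries N-glycosylation sites so blocking glycosylation raises the light; 0% = median of neutral control wells and 100% = median of 100 nM tunicamycin wells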
CaV13 FRET inh – Disruptors of the CACNA1D IQ motif to Ca2+-dependent inactivation inhibitor domain association, primary screening, Förster resonance energy transfer in intact living …. AID 743397. 340,000 compounds, 0.098% hits. inhibition, % at 12.3 µM. HEK cells, CFP/YFP FRET ICDI-IQ, plate reader, 10 min; percent FRET-ratio fall versus neutral wells;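 active means mean replicate inhibition of at least 30% and at least 1% of replicates passing that level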;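 further: 0% = median of the neutral control wells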
PDI turbidity – PDI (human) enzyme inhibition | 350,000 compounds, 0.052% hits | PDI insulin aggregation turbidity, A650, 90 min | inhibition, % at 10 µM;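 active means mean inhibition across replicates of 30% or more, whatever share of single replicates reach that level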;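 further: absorbance from insulin aggregation driven by PDI reduction with DTT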
Target sequence (P07237 whole entry, looked up): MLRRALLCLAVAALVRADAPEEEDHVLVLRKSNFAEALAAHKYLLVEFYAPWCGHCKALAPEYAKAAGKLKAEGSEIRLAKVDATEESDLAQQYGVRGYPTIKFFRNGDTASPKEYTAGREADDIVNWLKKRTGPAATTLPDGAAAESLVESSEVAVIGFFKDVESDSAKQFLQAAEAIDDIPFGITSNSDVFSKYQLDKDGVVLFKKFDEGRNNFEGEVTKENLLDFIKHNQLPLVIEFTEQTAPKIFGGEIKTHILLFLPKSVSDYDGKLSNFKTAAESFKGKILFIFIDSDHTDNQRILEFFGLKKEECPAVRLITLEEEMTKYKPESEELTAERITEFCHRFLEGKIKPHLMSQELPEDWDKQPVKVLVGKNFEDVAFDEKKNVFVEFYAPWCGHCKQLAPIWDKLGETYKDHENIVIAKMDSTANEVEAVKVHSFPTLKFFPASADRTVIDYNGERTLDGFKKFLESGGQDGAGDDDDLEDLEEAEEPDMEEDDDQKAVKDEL
iPSC survival up – increases survival of single human iPS cells; hiPSC single-cell survival, ATPlite luminescence; 100% = ROCK inhibitor wells, 0% = DMSO; 360,000 compounds, 0.044% hits; survival enhancement, % at 20 µM; in the data active means survival enhancement above about 18%;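 further: cells exposed to compounds for 16 hours before the ATP read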
HTR2A ag – mouse HTR2A agonism via beta-arrestin recruitment; 360,000 compounds, 0.66% hits; P35363; CHO-K1 mHTR2A beta-arrestin complementation, luminescence; percent of 30 µM serotonin response; AID 624169; activation, % at 7.6 µM;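 active means activation above a run cutoff, the mean activation of all tested compounds plus 3 SD, cut at about 14% in these data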;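 further: 0% = plate median of compound wells and 100% = 30 µM serotonin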
Target sequence (P35363 whole entry, looked up): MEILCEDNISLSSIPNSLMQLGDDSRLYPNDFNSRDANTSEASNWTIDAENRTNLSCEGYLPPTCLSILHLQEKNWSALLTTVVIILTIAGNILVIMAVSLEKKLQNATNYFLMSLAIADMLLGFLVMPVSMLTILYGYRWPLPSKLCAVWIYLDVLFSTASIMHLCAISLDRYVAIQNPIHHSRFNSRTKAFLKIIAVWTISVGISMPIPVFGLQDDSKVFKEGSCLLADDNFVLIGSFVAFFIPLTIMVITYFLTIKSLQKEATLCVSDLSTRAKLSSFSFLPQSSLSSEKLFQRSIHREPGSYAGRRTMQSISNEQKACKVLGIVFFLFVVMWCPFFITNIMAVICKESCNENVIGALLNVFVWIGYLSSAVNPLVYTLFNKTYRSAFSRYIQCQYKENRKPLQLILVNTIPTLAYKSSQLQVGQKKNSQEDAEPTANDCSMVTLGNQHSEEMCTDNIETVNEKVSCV
Starred values were filed as active, the others as inactive; nt = not tested or not shown.

SMILES | Cardio protect | ABCB6 inh MLPCN | Vif inh | Exocytosis inh | aDG glyco act | N-glyco inh | CaV13 FRET inh | PDI turbidity | iPSC survival up | HTR2A ag
CCOCCCNS(=O)(=O)c1ccc(NC(=O)N2c3ccccc3Sc3ccccc32)cc1 | -11.0 | 93.0 | 25.9 | 4.3 | 0.3 | 1.2 | nt | 4.7 | -1.3 | -4.8
CCC(=O)C1CCCN(C(=O)c2ccc(OC3CCN(C(=O)CCOC)CC3)cc2)C1 (configuration not stated) | -3.2 | 97.0 | 1.2 | -0.2 | 0.3 | 1.9 | nt | -5.4 | -0.1 | -3.6
COc1cc(OC)cc(-c2oc(=O)c3cc(OC)c(OC)cc3c2/C=C/c2ccc(F)cc2)c1 | 9.2 | 98.0 | -1.8 | -3.6 | -0.3 | -2.2 | -5.8 | -0.3 | -4.1 | 1.8
Cc1cc[n+](C(C)C(=O)c2ccc(-c3ccccc3)cc2)cc1 (configuration not stated) | -21.8 | 95.0 | 0.1 | 0.0 | -0.3 | -1.7 | 7.1 | -1.1 | -1.7 | -8.9
O=C(O)c1cc(NS(=O)(=O)c2ccc(N3CCOCC3)c([N+](=O)[O-])c2)cc(C(=O)O)c1 | 4.7 | 96.0 | 2.1 | -0.5 | 0.1 | 2.3 | -5.4 | 4.1 | -1.1 | -1.3
O=C(c1cccs1)N1CCN(Cc2ccccc2[N+](=O)[O-])CC1 | -0.2 | 94.0 | 2.5 | -1.5 | 0.1 | -1.6 | -4.0 | 2.5 | 1.5 | 0.6
O=C(CCc1[nH]c2ccccc2c1Sc1ccccc1)N(CCO)CCO | -0.2 | 98.0 | -5.8 | -0.7 | 0.1 | 0.2 | -2.7 | 17.0 | -1.0 | -5.1
Cc1ccc(CSC2=NCCN2C(=O)c2ccc(S(=O)(=O)N(C)C)cc2)cc1 | 1.1 | 96.0 | -3.1 | -2.3 | -0.3 | 0.6 | -4.6 | 9.0 | 0.5 | -0.8
CCOC(=O)CCC(=O)N1CCOCCOCCOCC1 | -0.4 | 98.0 | 9.2 | 6.6 | -0.1 | 1.8 | -9.5 | 1.4 | -0.3 | 2.4
COc1ccccc1NC(=O)/C=C1\NC(=O)CS1 | -3.5 | 96.0 | -0.3 | -4.3 | -0.2 | 1.2 | -2.3 | 2.4 | 0.9 | 0.1
Cc1ccc2nc(-c3ccc(C#N)cc3)c(Cc3ccccn3)n2c1 | -1.4 | 91.0 | nt | -3.5 | -0.5 | 3.3 | -3.1 | nt | 4.6 | 1.4
CCOC(=O)N1CCC(NC(=O)c2ccc3c(c2)N=C(CC)c2ccccc2S3)CC1 | 9.8 | 98.0 | -20.5 | 6.0 | 0.5 | -2.6 | -5.7 | -8.9 | 0.5 | -8.0
C/C(=N\NC(=O)CNC(=O)C(c1ccccc1)c1ccccc1)c1ccc(C(C)(C)C)cc1 | 1.2 | 96.0 | 0.1 | -3.6 | 0.0 | -6.0 | -5.6 | -7.6 | -0.7 | 1.8
COc1ccc(NC(=S)N2CCN(C(=O)c3ccco3)CC2)c(OC)c1 | 0.2 | 97.0 | nt | -0.1 | -0.1 | 3.3 | -3.7 | 9.5 | 3.3 | 6.3
Cc1ccc(-c2nn(Cc3ccccc3)cc2C(=O)NCC2CCCO2)cc1 (configuration not stated) | 0.2 | 100.0 | -6.2 | -9.2 | -0.1 | -0.6 | -5.2 | -3.6 | 0.3 | -4.5
CCOc1ccc(/C=C2\SC(=S)N(C)C2=O)cc1OC | -6.8 | 108.0 | 7.1 | 2.4 | 0.0 | 0.0 | -4.9 | -5.1 | -0.4 | 6.6
C[C@@]12CCC=C[C@H]1[C@H](c1ccc(F)c(/C=C/c3ccccc3)c1)N(Cc1ccccc1)C2=O | -8.0 | 99.0 | 1.2 | -10.0 | -0.3 | -2.8 | -9.6 | -2.7 | -3.1 | 2.7
Cc1cc(S(=O)(=O)NCc2ccco2)c(C)cc1Cl | 1.3 | 91.0 | nt | -1.9 | 0.1 | nt | -5.3 | 3.1 | 0.8 | -1.2
CCn1c(SCCN2CCCCC2)nnc1-c1ccc(S(=O)(=O)N2CCOCC2)cc1 | -4.5 | 101.0 | -0.1 | -1.4 | 0.3 | -0.7 | -8.1 | 6.3 | -0.4 | -2.2
Cc1nc2c(C)cccc2c2c1CCS2 | 0.2 | 96.0 | 1.1 | -2.7 | -0.1 | 1.7 | -4.0 | -1.9 | -0.5 | 5.6
CCCc1ccc(OCc2ccc(C(=O)NN)o2)c(OC)c1 | 0.4 | 98.0 | -8.3 | -6.4 | 0.0 | -1.1 | -8.8 | 4.6 | -0.2 | -5.6
CC(=O)Nc1cc(C(F)(F)F)ccc1N1CCOCC1 | 0.1 | 94.0 | 14.8 | 1.5 | -0.3 | 1.7 | -7.5 | 5.6 | -2.6 | -1.9
CCOC(=O)N1CCN(C(=O)c2ccccc2N(Cc2ccccc2)S(=O)(=O)c2ccc(OC)cc2)CC1 | 3.5 | 97.0 | 3.1 | 12.5 | 1.6 | 14.1 | -6.2 | -0.1 | -3.0 | 2.1
O=[N+]([O-])c1ccc2c(c1)CCN2 | 3.4 | 94.0 | 11.3 | -2.7 | -0.1 | -0.4 | -5.3 | -11.1 | -1.2 | 3.1
CNC(=O)Nc1ccc2nc(C)sc2c1 | -0.4 | 101.0 | -2.3 | 0.7 | 0.1 | 3.0 | -7.2 | -1.7 | -4.8 | 9.6
COc1ccc(S(=O)(=O)N(C)C)cc1NC(=O)Cc1ccc(S(=O)(=O)N2CCOCC2)s1 | 6.9 | 93.0 | nt | -3.1 | -0.6 | -1.7 | -6.6 | 3.3 | -0.5 | -12.1
O=C(Cn1ccc([N+](=O)[O-])n1)NCc1cccnc1 | 0.7 | 97.0 | -8.8 | -4.2 | 0.0 | 0.8 | -4.9 | 2.0 | -0.5 | 2.5
COc1ccc(-c2[nH]ncc2CN2CCCOc3c(cccc3OC)C2)c(OC)c1 | -2.9 | 107.0 | 2.1 | 0.4 | -0.6 | -1.8 | -4.0 | 11.3 | -0.3 | -1.8
CC(C)c1ccc(-c2cc(C(=O)N3N=C(C(F)F)CC3(O)C(F)F)c3ccccc3n2)cc1 (configuration not stated) | -22.2 | 92.0 | -6.7 | 22.3 | 0.8 | -5.9 | -8.2 | 6.1 | -4.3 | -0.7
Nc1ccccc1S(N)(=O)=O | -3.2 | 99.0 | 11.2 | 3.5 | -0.2 | -0.2 | -5.5 | -0.7 | 4.7 | 3.4
CC(=O)c1ccc(S(=O)(=O)NCCC(=O)N2CCN(c3ccccn3)CC2)cc1 | -2.7 | 96.0 | 21.3 | 0.5 | 0.0 | -0.9 | -2.4 | -4.9 | 0.2 | -0.7
CCCOc1ccc(Cn2c(O)cc(=O)[nH]c2=O)cc1 | 8.8 | 96.0 | 5.8 | 0.3 | 0.1 | 0.5 | nt | -7.6 | 4.2 | -4.7
OCCC1CN(Cc2nc3c(s2)CCCC3)CCN1CCc1ccccc1 (configuration not stated) | -1.4 | 103.0 | 2.2 | -1.5 | 0.1 | 1.3 | -3.6 | 15.0 | 4.1 | -6.2
CC(C)NC(=O)c1cc2cc([N+](=O)[O-])ccc2s1 | -12.2 | 94.0 | -0.3 | -4.8 | 0.2 | -2.3 | -1.4 | -9.3 | -0.1 | -1.6
Cc1ccc(C(=O)O/N=C(\N)c2ccccn2)cc1 | -20.8 | 95.0 | 2.2 | -10.1 | -0.2 | -19.1 | -4.6 | 0.0 | -0.4 | -4.0
O=C(CCCCCNC(=O)c1ccccc1)C[N+](=O)[O-] | 10.5 | 91.0 | 3.2 | -1.2 | -0.2 | -0.9 | -4.6 | 0.1 | -0.2 | -0.1
Nc1ccccc1-n1c(=O)n(Cc2ccccc2F)c(=O)c2[nH]cnc21 | -1.3 | 97.0 | -1.8 | -3.3 | 0.0 | 0.0 | -1.8 | -3.7 | 0.1 | 2.1
O=C(CN1CCN(c2ccc(O)cc2)CC1)Nc1ccc(-c2ccccc2)cc1 | -5.6 | 98.0 | -44.7 | -6.0 | -0.1 | -1.7 | -4.2 | 7.8 | -0.3 | -8.0
C=CCn1c(-c2cccc(Cl)c2)n[nH]c1=S | -5.3 | 111.0 | 3.2 | -1.5 | 0.2 | -3.2 | nt | 1.6 | 1.1 | 3.6
CNc1ncnc2c1ncn2[C@H]1CN(Cc2ccccc2)C[C@@H](CO)O1 | 2.3 | 94.0 | -8.0 | -1.0 | -0.1 | 0.6 | -10.1 | -14.4 | 1.0 | 0.3

Part of the list above in order of SMILES length, ascending.
SMILES | Cardio protect | ABCB6 inh MLPCN | Vif inh | Exocytosis inh | aDG glyco act | N-glyco inh | CaV13 FRET inh | PDI turbidity | iPSC survival up | HTR2A ag
CNC(=O)Nc1ccc2nc(C)sc2c1 | -0.4 | 101.0 | -2.3 | 0.7 | 0.1 | 3.0 | -7.2 | -1.7 | -4.8 | 9.6
OCCC1CN(Cc2nc3c(s2)CCCC3)CCN1CCc1ccccc1 (configuration not stated) | -1.4 | 103.0 | 2.2 | -1.5 | 0.1 | 1.3 | -3.6 | 15.0 | 4.1 | -6.2
COc1ccc(NC(=S)N2CCN(C(=O)c3ccco3)CC2)c(OC)c1 | 0.2 | 97.0 | nt | -0.1 | -0.1 | 3.3 | -3.7 | 9.5 | 3.3 | 6.3
CCOC(=O)N1CCC(NC(=O)c2ccc3c(c2)N=C(CC)c2ccccc2S3)CC1 | 9.8 | 98.0 | -20.5 | 6.0 | 0.5 | -2.6 | -5.7 | -8.9 | 0.5 | -8.0

Further records.
SMILES | Cardio protect | ABCB6 inh MLPCN | Vif inh | Exocytosis inh | aDG glyco act | N-glyco inh | CaV13 FRET inh | PDI turbidity | iPSC survival up | HTR2A ag
Nc1nc2ccc(Cl)cc2cc1C(=O)NC1CC1 | nt | 102.0 | nt | -10.1 | 0.3 | nt | -6.4 | nt | -1.7 | 3.7
CCCCN1C(N)=NC[C@@H]1Cc1ccc(O)cc1 | -9.8 | 97.0 | 1.5 | 3.6 | -0.4 | -0.3 | -3.2 | 13.0 | 6.7 | -1.6
CCC(C)Sc1nnc(NC(=O)c2ccco2)s1 (configuration not stated) | -1.5 | 95.0 | 8.7 | 3.3 | 0.0 | -0.7 | -2.5 | -0.2 | -0.5 | -2.1
C=CCOc1cccc(C(=O)N2CCCC(Nc3ccc(F)cc3)C2)c1 (configuration not stated) | -4.4 | 100.0 | 0.3 | 17.3 | 0.0 | -1.3 | nt | -0.1 | -0.1 | -16.9
CC(C)n1cc(/C=C2/SC(=O)N(CC(=O)N3CCCC3)C2=O)c2ccccc21 | -2.7 | 93.0 | -26.2 | -1.4 | -0.3 | -0.6 | -4.7 | -5.7 | -0.7 | 4.7
CC1=NN(c2ccc([N+](=O)[O-])cc2)C(c2ccccc2)C1 (configuration not stated) | 0.3 | 98.0 | -1.3 | 23.2 | -0.1 | -2.9 | -4.5 | -0.9 | 5.0 | 3.2
CCOc1ccc(NC(=O)c2ccc(N3CC4CC(C3)c3cccc(=O)n3C4)c(NC(=O)c3cccnc3)c2)cc1 (configuration not stated) | -5.4 | 101.0 | -6.2 | -1.0 | 0.1 | -0.3 | -7.3 | -4.2 | 0.1 | -2.9
CN(C)N1C(=O)C2C3C=CC(O3)C2C1=O (configuration not stated) | 0.2 | 99.0 | -0.9 | 6.4 | -0.1 | 0.5 | -9.2 | 2.3 | 1.3 | -2.5
O=C(O)CSc1nnc(CNc2ccccc2Cl)n1-c1ccccc1 | 1.7 | 93.0 | 13.5 | 2.2 | -0.1 | 1.5 | nt | -0.4 | 2.5 | 2.0
CCOC(=O)c1cnc(SCC(=O)c2ccccc2)nc1N | -4.3 | 98.0 | -4.4 | -0.1 | 0.1 | -7.1 | -3.8 | -5.9 | -0.3 | 0.9
